# VIM-2 inh: VIM-2 metallo-beta-lactamase inhibitors, primary screen, biochemical, epi-absorbance readout, Pseudomonas aeruginosa enzyme. purified VIM-2, nitrocefin hydrolysis, epi-absorbance fluorescence. inhibition, % at 5.6 µM. 290,000 compounds, 0.89% hits. AID 1527, 2009;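 active = inhibition above the mean of all tested compounds plus 3 SD, cutoff set per screening run, cut at about 7.5% in these data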;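 note: red hydrolysis product quenches plate fluorescence so inhibitors raise well fluorescence; 0% = enzyme with DMSO and 100% = DMSO without enzyme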
# p-CIP stab down: p/CIP-EGFP fusion destabilizers, primary screen, fluorescence, F442A cells | Q05BA5 | 16 h | decrease of EGFP signal, % at 10 µM | 290,000 compounds, 0.01% hits;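 active = EGFP signal decrease of at least 30% at 10 µM or well 3 SD below plate mean, unless failing retest; inactive = the rest, including hits failing retest or dose response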; note: some compounds called inactive have numbers as strong as hits; many of its hits are not listed in these tables
# IMP-1 inh: IMP-1 metallo-beta-lactamase inhibitors, primary screen, biochemical, epi-absorbance readout, Pseudomonas aeruginosa enzyme; purified IMP-1, nitrocefin hydrolysis, epi-absorbance fluorescence; 290,000 compounds, 0.45% hits; AID 1556, 2009; metallo-beta-lactamase IMP-1 (Pseudomonas aeruginosa); inhibition, % at 5.6 µM;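 active = inhibition above the mean plus 3 SD of all compounds in the same screening run, cut at about 4.5% in these data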;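 note: 0% = IMP-1 with DMSO and 100% = DMSO wells lacking enzyme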
#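 System: purified IMP-1 / Input: IMP-1 dispensed at 0.2 nM / Medium: 50 mM HEPES pH 7.1, 50 µM ZnSO4, 0.05% Brij 35 / Timing: 15 min enzyme–compound preincubation, then 25 min nitrocefin reaction, 25 °C / Technique: plate fluorescence quenching by hydrolysis product, ex 480/em 530 nm / Repeats: singlicate testing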
# FID counter: compounds displacing fluorescent DNA intercalator, primary screen, artefact control for HCV NS3 helicase inhibitor project, biochemical, FID fluorescence | DNA fluorescent intercalator displacement | inhibition, % at 7.9 µM | 290,000 compounds, 0.17% hits | AID 1845, 2009; in the data active = inhibition above about 37%;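 note: 0% = vehicle and 100% = reference compound; higher means more ethidium bromide displaced from hairpin DNA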
# HCV NS3 hel inh: inhibitors of HCV NS3 helicase, primary screen, biochemical, Cy5 molecular beacon fluorescence; Hepatitis C virus NS3 helicase; NS3 helicase DNA unwinding; inhibition, % at 10.9 µM; 290,000 compounds, 0.56% hits; AID 1800, 2009;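 active = inhibition above the mean of all tested compounds plus 3 SD, set per campaign, cut at about 35% in these data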;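 note: 0% = DMSO wells and 100% = thioflavine S control wells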
#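 Compound dosing – single dose, 10.9 µM nominal final, DMSO 0.8% final · System – NS3 helicase fragment of HCV · Buffer or medium – MOPS pH 6.5, MgCl2, DTT, Tween20, BSA · Signal – Cy5 beacon fluorescence read at start and 1 h · Also added – annealed dual-labelled DNA beacon duplex, ATP-started · Schedule – 1 h at 25 °C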
# SUMO HTRF inh: inhibitors of in vitro SUMOylation cascade, primary screen, biochemical, HTRF, uHTS | HTRF SUMOylation assay, SAE1/SAE2 + UBC9 | inhibition, % at 35 µM | AID 2006, 2009 | 290,000 compounds, 0.36% hits; in the data active = inhibition above about 50%, passing the limit was not always enough; note: strong numbers were not always called active
# MEKK3 PB1 HTS: modulators of MEKK3-MEK5 PB1 binding, primary screen, biochemical, wildtype MEKK3, multiplex bead flow cytometry, Alexa488-MEK5. Mitogen-activated protein kinase kinase kinase 3 (Homo sapiens), Q99759. bead-based flow cytometry, Alexa488-MEK5 binding to MEKK3; actives lie on both sides; 0 = blocked by unlabeled MEK5, 100 = vehicle. 290,000 compounds, 1.4% hits. binding response (% of control), % at 10 µM;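 active = binding response more than 3 SD above or below the average of its plate-row segment, actives on both sides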;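 note: Alexa488 bead fluorescence after subtracting the streptavidin-only scavenger bead signal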
# IDE act: human IDE activators in live cells, primary screen, fluorescence polarization, HEK cells, FAbeta-B substrate | FAbeta-B cleavage; 0% vehicle, 100% cell-free pure enzyme wells | activation, % at 5.96 µM | 340,000 compounds, 0.073% hits;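 active = activation above the mean of all tested compounds plus 3 SD, set per screening campaign, cut at about 17% in these data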
# Target sequence (P14735 whole entry, looked up): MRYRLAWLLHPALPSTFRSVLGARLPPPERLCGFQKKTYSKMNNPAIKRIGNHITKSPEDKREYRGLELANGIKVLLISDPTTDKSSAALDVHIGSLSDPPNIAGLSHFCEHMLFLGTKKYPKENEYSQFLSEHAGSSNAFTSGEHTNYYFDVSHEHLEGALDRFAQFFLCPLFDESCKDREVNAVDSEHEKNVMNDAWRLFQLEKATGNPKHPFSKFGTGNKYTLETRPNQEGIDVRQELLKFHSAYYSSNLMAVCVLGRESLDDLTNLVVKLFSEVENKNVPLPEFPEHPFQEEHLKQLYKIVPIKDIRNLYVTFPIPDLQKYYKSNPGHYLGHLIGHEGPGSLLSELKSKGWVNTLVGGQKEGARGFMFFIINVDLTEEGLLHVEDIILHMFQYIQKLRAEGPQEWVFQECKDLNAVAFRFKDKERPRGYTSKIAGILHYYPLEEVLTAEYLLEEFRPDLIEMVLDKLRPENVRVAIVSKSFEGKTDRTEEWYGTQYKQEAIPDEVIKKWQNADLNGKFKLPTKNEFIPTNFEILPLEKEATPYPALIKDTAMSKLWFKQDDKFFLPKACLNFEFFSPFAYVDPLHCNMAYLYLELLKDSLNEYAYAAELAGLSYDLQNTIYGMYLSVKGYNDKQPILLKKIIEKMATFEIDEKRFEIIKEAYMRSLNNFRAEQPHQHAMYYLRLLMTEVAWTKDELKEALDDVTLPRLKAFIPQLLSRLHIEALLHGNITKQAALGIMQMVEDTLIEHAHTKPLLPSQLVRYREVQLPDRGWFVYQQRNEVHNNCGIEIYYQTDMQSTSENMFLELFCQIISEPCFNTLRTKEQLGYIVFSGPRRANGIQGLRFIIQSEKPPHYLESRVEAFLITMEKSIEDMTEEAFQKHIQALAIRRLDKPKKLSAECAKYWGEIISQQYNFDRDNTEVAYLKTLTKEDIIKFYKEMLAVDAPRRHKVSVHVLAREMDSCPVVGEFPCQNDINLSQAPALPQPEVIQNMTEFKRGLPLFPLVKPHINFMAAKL
# PHOSPHO1 inh: PubChem AID 1565 | 290,000 compounds, 1.1% hits | Phosphoethanolamine/phosphocholine phosphatase (Homo sapiens), Q8TCT1 | recombinant PHOSPHO1, absorbance phosphatase assay | inhibition, % at 13.3 µM; in the data active = inhibition above about 60%
# * hit, by the source's call; . = not tested or not shown. The list is partial; count on the stated rates, not on these rows.
# Values run as follows: SUMO HTRF inh, MEKK3 PB1 HTS, p-CIP stab down, IDE act, VIM-2 inh, PHOSPHO1 inh, HCV NS3 hel inh, FID counter, IMP-1 inh
Cc1ccc2nc(CNC(=O)C3CCC(=O)N(Cc4ccccc4F)C3)cn2c1 (stereo not given)
    6, 102, -8, 4, -2.7, 41, 2, -10, -2.7
O=c1c(C(c2ccc(F)cc2)c2c(O)nc3n(c2=O)CCS3)c(O)nc2n1CCS2
    18, 104, -3, 0, -1.5, 15, 13, -9, -2.1
O=C(NCc1cccs1)C1CCN(S(=O)(=O)c2ccc(Br)s2)CC1
    12, 102, -6, 3, -2.9, 9, -1, -17, -4.1
CCOc1ccccc1N(C)C(=O)Cn1ncc2c([nH]c3ccc(C)cc32)c1=O
    13, 101, -8, 5, -2.5, 7, -8, -40, -2.8
COc1ccc(C(=O)CSc2nnc(-c3ccco3)c(-c3ccco3)n2)cc1
    64, 101, -7, 4, -3.6, 28, 33, -18, 0.5
CCC(=O)Nc1ccc(F)c(Cl)c1
    0, 107, -14, 5, -0.9, -4, -2, 1, -2.4
Cc1nc2c([nH]1)C1(CCN(Cc3ccccc3)CC1)C(C#N)=C(N)O2
    16, 112, -10, -7, 4.8, 4, 8, -8, 0.2
CCOc1ccc(NC(=O)CSc2nc3nc(C)cc(C)n3n2)cc1
    5, 110, -19, 3, 0.3, 58, 29, -31, -1.9
O=C(NCc1ccco1)c1n[nH]c(=O)c2ccccc12
    -1, 97, -5, 3, -3.6, -3, 2, -3, -2.0
O=C(NCCc1ccccc1)c1nc2c(nnn2Cc2ccccc2Cl)c(=O)[nH]1
    10, 114, 2, 6, -4.3, -10, 7, -12, -3.7
Cc1cc(NC(=O)CN2CCN(C)CC2)no1
    15, 101, -24, -1, -5.3, -10, -6, 13, -2.9
O=C(COC(=O)CCC(=O)c1cccs1)NCc1ccco1
    6, 105, -4, -1, -1.9, -8, 10, -1, -2.0
COc1ccc(CCCc2nnc(SCC(=O)Nc3nccs3)n2C)cc1C
    -4, 96, -4, 8, -1.7, 0, 1, -34, -4.5
COc1ccc(CCNC(=O)c2c(C)nn(CC(C)C)c2Cl)cc1OC
    4, 99, -3, -1, -0.8, -1, 1, -38, 1.1
O=C(CCc1ccccc1)NC(=S)NCc1ccco1
    -12, 102, -2, 6, -2.3, 16, -2, -9, -2.7
O=c1[nH]c2ccc(NC(=S)Nc3ccccc3Cl)cc2[nH]1
    30, 112, -14, 9, -2.4, 30, 1, -1, 1.8
CCOC(=O)c1ccc(NC(=O)Cn2cnc3cc(C)c(C)cc32)cc1
    23, 104, -31, -6, -0.7, 14, -3, -9, -1.9
CCN(CC)c1cc(Oc2ccccc2)ncn1
    11, 69, -10, 4, -2.4, 36, -11, -20, -3.1
COc1ccc(NC(=O)CSc2nc(C(C)C)nc3c2c(=O)n(C)c(=O)n3C)c(OC)c1
    1, 103, -3, -5, -0.9, 23, 7, -6, 0.6
O=C(N/C(=C\c1ccco1)C(=O)N1CCOCC1)c1ccccc1Cl
    -9, 102, 16, 2, -2.3, 2, 6, -7, -3.0

# Ten entries from above, with bars between the fields:
Compound | SUMO HTRF inh | MEKK3 PB1 HTS | p-CIP stab down | IDE act | VIM-2 inh | PHOSPHO1 inh | HCV NS3 hel inh | FID counter | IMP-1 inh
CCOc1ccc(NC(=O)CSc2nc3nc(C)cc(C)n3n2)cc1 | 5 | 110 | -19 | 3 | 0.3 | 58 | 29 | -31 | -1.9
O=C(NCc1ccco1)c1n[nH]c(=O)c2ccccc12 | -1 | 97 | -5 | 3 | -3.6 | -3 | 2 | -3 | -2.0
O=C(NCCc1ccccc1)c1nc2c(nnn2Cc2ccccc2Cl)c(=O)[nH]1 | 10 | 114 | 2 | 6 | -4.3 | -10 | 7 | -12 | -3.7
Cc1cc(NC(=O)CN2CCN(C)CC2)no1 | 15 | 101 | -24 | -1 | -5.3 | -10 | -6 | 13 | -2.9
O=C(COC(=O)CCC(=O)c1cccs1)NCc1ccco1 | 6 | 105 | -4 | -1 | -1.9 | -8 | 10 | -1 | -2.0
COc1ccc(CCCc2nnc(SCC(=O)Nc3nccs3)n2C)cc1C | -4 | 96 | -4 | 8 | -1.7 | 0 | 1 | -34 | -4.5
COc1ccc(CCNC(=O)c2c(C)nn(CC(C)C)c2Cl)cc1OC | 4 | 99 | -3 | -1 | -0.8 | -1 | 1 | -38 | 1.1
O=C(CCc1ccccc1)NC(=S)NCc1ccco1 | -12 | 102 | -2 | 6 | -2.3 | 16 | -2 | -9 | -2.7
O=c1[nH]c2ccc(NC(=S)Nc3ccccc3Cl)cc2[nH]1 | 30 | 112 | -14 | 9 | -2.4 | 30 | 1 | -1 | 1.8
CCOC(=O)c1ccc(NC(=O)Cn2cnc3cc(C)c(C)cc32)cc1 | 23 | 104 | -31 | -6 | -0.7 | 14 | -3 | -9 | -1.9

# (next part)
# Values run as follows: SUMO HTRF inh, MEKK3 PB1 HTS, p-CIP stab down, IDE act, VIM-2 inh, PHOSPHO1 inh, HCV NS3 hel inh, FID counter, IMP-1 inh
Clc1ccccc1CN(Cc1ccccc1)C(c1cccs1)c1nnnn1C1CCCC1 (stereo not given)
    -6, 98, -15, 4, -0.5, -41, -5, -5, -2.4
Cc1ccc2c(=O)c(CN3CCCCCC3)c(C)[nH]c2c1C
    -3, 106, 11, 0, 1.0, 9, -19, -7, -2.5
CC(=O)C1=C(O)C(=O)N(c2ccc(O)cc2)C1c1ccccc1Cl (stereo not given)
    23, 105, -13, 0, 0.0, 29, 12, 0, -1.6
C[C@H](NC(=O)C1CCN(C(=O)[C@H](Cc2ccccc2)NC(=O)OC(C)(C)C)CC1)C(=O)O
    2, 107, -14, 6, -1.3, 46, 8, -24, -4.5
Cc1cc(=O)oc2cc(OC(C)C(=O)NCCCn3ccnc3)ccc12 (stereo not given)
    -10, 104, 8, 5, 5.2, 48, 1, -3, -2.1
Nc1ccc(Oc2ccccc2F)nc1
    12, 95, -32, 11, -0.7, -5, 2, -1, -1.6
Cn1ncc([N+](=O)[O-])c1C(=O)Nc1ccccc1C(=O)O
    4, 104, -9, 7, 1.2, 3, -3, 1, -1.5
CCOC(=O)N1CCC(N2Cc3cccc(C(=O)Nc4cc(F)ccc4F)c3C2=O)CC1
    -4, 112, -8, -1, -2.2, -7, -2, 1, -2.0
Cc1cc2cc(CNC(=S)Nc3ccc(OC(F)(F)F)cc3)ccc2[nH]1
    -9, 111, -10, 4, -3.5, 6, -32, -2, -2.1
C=CCc1cccc2cc(C(=O)NNC(=O)c3ccncc3)c(=O)oc12
    3, 97, 0, 3, -1.5, -13, 0, -1, -3.4
CCCN1C(=O)/C(=C/c2cc(C)n(C)c2C)SC1=Nc1ccc(OCC)cc1
    -8, ., 5, 2, -2.5, 2, 1, -3, -2.9
CCCCCN(C(=O)CCC(=O)OCC(=O)N1CCCCC1)c1c(N)n(CCCC)c(=O)[nH]c1=O
    5, 102, 6, 3, -2.4, 29, 5, -40, -0.7
COc1ccc(NC(=O)c2sc3ncn(CC(=O)N4CCN(c5ccccn5)CC4)c(=O)c3c2C)c(OC)c1
    38, 103, 14, -3, 0.7, 1, 5, -22, -0.2
O=[N+]([O-])c1ccccc1S(=O)(=O)N1CCN(C2CCCC2)CC1
    6, 100, -2, 8, 0.8, 3, 0, 7, -1.0
Cc1c(C(N)=O)sc2ncn(CCOc3ccccc3)c(=O)c12
    5, 95, 9, 0, 2.9, 4, -3, 6, -1.8
COc1cccc(C(C(=O)NC2CCCCC2)N(CC2CCCO2)C(=O)CNC(=O)c2ccco2)c1 (stereo not given)
    0, 98, -8, 2, -1.6, 15, 5, -30, -7.2
COc1ccc(/C=N/NC(=O)C(N)=O)c(OC)c1OC
    37, 98, 0, 1, -2.5, 19, 9, -3, 8.4*
CC(C)Nc1nc(NC(C)C)nc(N(C)N)n1
    -1, 104, -16, 10, 0.3, -3, -3, -2, -2.6
Cc1ccc2c(c1)N(C(=O)CCC(=O)N1CCc3ccccc3C1)CCO2
    18, 101, -14, -1, -0.7, 14, -5, -25, -0.4
C=CCn1c(SCC(=O)Nc2ccc3c(c2)CCC3)nnc1-c1cccs1
    18, 107, -12, -2, -1.1, 5, -7, -25, -3.0
Cc1cccc(-n2c(-c3ccco3)n[nH]c2=S)c1
    -3, 101, 0, -10, 19*, 4, -4, -9, -1.1
CC(C)Cc1ccc(C(C)C(=O)Nc2ccc(O)cc2)cc1 (stereo not given)
    -2, 83, -15, -5, 0.4, 28, -5, -11, -1.5
COC(=O)c1ccc(NC(=O)CSc2nc3ccccc3c(=O)[nH]2)cc1
    20, 97, 0, -8, 1.6, 19, 2, -3, 1.0
NC(=O)C1CCN(C2CC(=O)N(Cc3ccc(N4CCCC4=O)cc3)C2=O)CC1 (stereo not given)
    12, 105, 5, 3, -2.1, 0, 8, -6, -5.0
CCCNC(=O)COC(=O)c1cc(C)nc2ccccc12
    18, 88, -3, 8, 0.3, 36, 3, -4, -1.0
COc1ccc2ccccc2c1/C=N/NC(=O)c1nnn(-c2nonc2N)c1CN(C)C
    -8, 97, 8, 2, 0.1, 3, -10, -12, -1.2
CC(CNS(=O)(=O)c1ccccc1)(c1ccccc1)N1CCCCC1 (stereo not given)
    14, 84, -5, 1, -2.6, 24, -6, -4, -1.3
CN(CCN1CCOCC1)C(=O)c1cc(COc2ccc(F)c(F)c2)on1
    5, 100, 2, 2, 0.7, -6, -4, -7, -2.0
Cc1cccc(NC(=O)C2=C(O)c3ccccc3N(C)S2(=O)=O)c1
    15, 106, -6, 7, 1.8, 25, 1, 9, 1.4
CCN1CCN(c2cc(C)nc(-c3ccccc3O)n2)CC1
    6, 98, -8, 2, 6.9, 15, 4, 5, -3.5
CCOC(=O)C1=C(N)Oc2c(oc(CO)cc2=O)C1c1ccc(F)cc1 (stereo not given)
    -16, 103, 1, -3, 2.4, -16, 6, -8, 1.8
O=C1CC(c2cccs2)c2ccc3ccccc3c2N1 (stereo not given)
    -4, 103, -1, -2, -2.1, 23, 5, -13, -3.0
COc1cccc(OC)c1C(=O)NC(=O)Nc1c(C)cccc1C
    9, 105, -8, -1, -0.2, 40, -2, -20, -3.5
O=C(CN1C(=O)/C(=C/c2ccccc2F)SC1=S)NC1C=CS(=O)(=O)C1 (stereo not given)
    17, 100, -8, -1, 0.5, -42, -22, -5, 7.0*

# Shown as a hit in VIM-2 inh, among the entries above:
compound	SUMO HTRF inh	MEKK3 PB1 HTS	p-CIP stab down	IDE act	VIM-2 inh	PHOSPHO1 inh	HCV NS3 hel inh	IMP-1 inh
Cc1cccc(-n2c(-c3ccco3)n[nH]c2=S)c1	-3	101	0	-10	19*	4	-4	-1.1
